Bioassay records: PubChem BioAssay, several laboratories
HEK293 NOD2/NF-kB = inhibition of NOD2-driven NF-kB reporter – cell-based, luminescence, uHTS, HEK293 (AID 1566); HEK293 NOD2/NF-kB luciferase reporter, luminescence; higher % means a stronger effect; one-dose inhibition, % at 4 µM; EC50 in µM for titrated hits; hit rate 0.63% among 290,000; further: many of its hits are not listed in these tables
Myeloid diff MLP = myeloid differentiation induction; ER-HoxA9 myeloid progenitors, lysozyme-GFP differentiation, flow cytometry; calls only at 10 µM; hit rate 1% among 360,000; AID 624256;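 active means normalized GFP-positive differentiation at or above the plate's own cutoff, the solvent-only control mean plus 3 SD; inconclusive means no clear call, values can overlap the other calls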;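 further: cells exposed to compound for four days before flow analysis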
HIV fusion peptide = inhibitors of HIV fusion peptide binding, primary screen, biochemical, uHTS, fluorescence dequenching (AID 1986); inhibition, % at 20 µM; hits with a dose series show IC50 in µM; hit rate 0.3% among 290,000; cell-free peptide binding, fluorescence dequenching, 30 min; higher % means a stronger effect; in the data active means inhibition mostly above about 52%, no sharp cut-off; inactive means mostly below about 76%; further: some results filed as inactive read as strong as hits
LYP inhibition = PTPN22 lymphoid phosphatase activity blockers – biochemical, fluorescence intensity, uHTS (AID 1779). inhibition, % at 11.5 µM; hits with a dose series show IC50 in µM. hit rate 0.054% among 290,000. recombinant LYP phosphatase, fluorescence intensity; higher % means a stronger effect;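 further: plate controls were vehicle with enzyme for no effect and no enzyme for full effect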
KOR beta-arrestin-1 = KOR agonists, beta-arrestin recruitment, primary screen, cell-based, luminescence, uHTS (AID 1777); KOR beta-arrestin recruitment, luminescence; higher % means a stronger effect; one-dose activation, % at 10 µM; EC50 in µM for titrated hits; hit rate 0.02% among 280,000; in the data active means activation above about 50%, passing the limit was not always enough; further: a part of the inactive calls stands beside numbers as strong as those of hits
KOR beta-arrestin-2 = KOR antagonists, beta-arrestin recruitment, cell-based, luminescence, uHTS (AID 1778). KOR beta-arrestin recruitment, luminescence, antagonist mode; higher % means a stronger effect. inhibition, % at 10 µM; hits with a dose series show IC50 in µM. hit rate 0.091% among 290,000; further: strong numbers were not always called active
Siah-1 displacement = blockers of Siah-1 interaction with plectin peptide – biochemical, fluorescence polarization, rhodamine-plectin, uHTS, primary screen (AID 1817); Siah-1 / rhodamine-plectin peptide fluorescence polarization; higher % means a stronger effect; displacement, % at 20 µM, or IC50 in µM where a hit was titrated; hit rate 0.02% among 290,000;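 active means displacement of at least 50% at 20 µM, with a fluorescence ratio check between 0.3 and a set limit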;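 further: plate controls were Siah plus tracer with DMSO for no effect and tracer alone without Siah for full effect; strong numbers were not always called active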
NOD1 inhibition = inhibition of NOD1-driven NF-kB reporter – cell-based, luminescence, uHTS, primary screen (AID 1578). hit rate 1% among 290,000. inhibition, % at 4 µM, or EC50 in µM where a hit was titrated. NOD1-driven NF-kB luciferase reporter cells, luminescence; higher % means a stronger effect; in the data active means inhibition mostly above about 36%, no sharp cut-off; inactive means mostly below about 34%;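 further: HEK-293T reporter cells stimulated with the NOD1 agonist gamma-tri-DAP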
PhoP inhibition = PhoP-dependent GFP reporter repression – Salmonella Typhimurium, primary screen (AID 1863) | S. Typhimurium PhoP-regulated promoter GFP reporter, 4 h; higher % means a stronger effect | hit rate 0.16% among 300,000 | inhibition, % at 50 µM; hits with a dose series show IC50 in µM;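 active means inhibition over 29.93%, a cutoff 3 SD above the screen mean, later confirmed by dose response; inconclusive means inhibition over 29.93% but no dose response follow-up; inactive means inhibition at most 29.93% or unconfirmed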;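 further: 0% = low Mg2+ inducing control and 100% = high Mg2+ repressing control; strong numbers were not always called active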
Myeloid diff MLP GFP+ MAC1+ % = further read-out of Myeloid diff MLP, marked with its call; GFP+ MAC1+ double positive, %; measured here: differentiation confirmed by MAC1 staining
Active calls of the source: *; i = inactive; ? = inconclusive; / = no result given; + = active, no number; [ ] = another dose, or the depositor's remark. Unless noted, no stated cut-off is given here; in the data, active means inhibition above about 50%; inactive means the rest.

item | SMILES | Siah-1 displacement | Myeloid diff MLP | HIV fusion peptide | NOD1 inhibition | KOR beta-arrestin-1 | HEK293 NOD2/NF-kB | PhoP inhibition | KOR beta-arrestin-2 | Myeloid diff MLP GFP+ MAC1+ % | LYP inhibition
1 | COc1ccc(NC(=O)CCS(=O)(=O)c2ccc3c(c2)CCCN3C(C)=O)cc1 | 0% | i | -2.8% | 8% | 0.9% | 12% | -1% | 3% | 0.0 | -8%
2 | CS(=O)(=O)c1nc(-c2ccc(Br)cc2)cc(-c2ccccc2)c1C#N | 1% | ? | 0.7% | 41% | 0.5% | 7% | 9% | 14% | / | 4%
3 | CN(C)c1cc[n+](CC(=O)Nc2c(Cl)cc(Cl)cc2Cl)cc1 | -1% | i | 0.0% | -16% | / | 22% | -5% | 0%[20 µM] | 0.7 | -5%
4 | Cc1cccc(-c2nc3cc(NC(=O)C4CCCO4)ccc3o2)c1 (stereo not given) | 6% | i | 2.0% | -46% | 2.6% | -151% | 0% | -36% | 0.9 | -12%
5 | N#Cc1cc(Sc2ccccn2)c(Sc2ccccn2)cc1C#N | 1% | ? | 2.6% | 17% | -9.1% | -11% | 11% | 17% | / | 0%
6 | CC(C)CC(NC(=O)OC(C)(C)C)C(=O)NC(C(=O)N1CCCC1C(N)=O)C(C)C (stereo not given) | -4% | i | -1.4% | -8% | 1.5% | 4% | -7% | 3% | 0.5 | 2%
7 | Cn1nnnc1SCCNC(=O)C1CCC(=O)N(CCc2cccc(F)c2)C1 (stereo not given) | -1% | i | -1.9% | -76% | -6.8% | -6% | 8% | -14% | 0.0 | -14%
8 | O=C(O)c1cccc(-c2ccc(/C=N/Nc3ccc([N+](=O)[O-])cc3)o2)c1 | -4% | i | 68% | -12% | 3.0% | 10% | -1% | -6% | 0.7 | 6%
9 | O=C(CSc1nc2c(c(=O)n1-c1ccc(F)cc1)SCC2)NCc1ccco1 | 4% | i | 2.1% | -34% | -2.9% | 5% | -2% | 33% | 0.9 | 3%
10 | O=c1oc2ccccc2n1Cc1cccc(Cl)c1 | 16% | i | -1.2% | -2% | -2.3% | -4% | -4% | 19% | 0.5 | -5%
11 | O=C(Nc1nnc(C2CC2)s1)c1cccs1 | -1% | i | 0.3% | -43% | 1.6% | -7% | -2% | 12% | 0.3 | -13%
12 | O=C(NCCc1c[nH]c2ccccc12)C1CCN(S(=O)(=O)c2ccccc2F)CC1 | -6% | i | -1.2% | -33% | 6.4% | -36% | -2% | 5% | 1.4 | 2%
13 | CCC(C)(C)NC(=O)C1CCN(c2nc(OC)nc(OC)n2)CC1 | -3% | i | 3.5% | -6% | 6.8% | 7% | -1% | -16% | 0.5 | 5%
14 | Cc1ccc(Cn2c(=N)c(C(=O)NC3CCCCC3)cc3c(=O)n4ccccc4nc32)cc1 | 7% | i | -0.6% | -19% | -4.1% | -24% | -17% | -10% | 4.7 | -13%
15 | O=C(CCc1ccccc1)N=C1SC2CS(=O)(=O)CC2N1c1ccccc1 (stereo not given) | 2% | i | 1.1% | -36% | -4.4% | -3% | -9% | -25% | 0.0 | 2%
16 | c1csc(-c2nc3nc4ccccc4nc3n2Cc2ccc3c(c2)OCO3)c1 | 12% | i | -2.3% | / | 4.6% | -12% | -1% | 16% | 1.1 | 8%
17 | Cc1ccc(OCC(=O)Nc2ccc(N3CCOCC3)cc2)c([N+](=O)[O-])n1 | 1% | i | -1.5% | -30% | 4.6% | 3% | 13% | -12% | 0.1 | 2%
18 | CC(C)COc1ccc(C(=O)Nc2ccc(NC(=O)c3ccco3)c(Cl)c2)cc1 | -3% | i | -2.4% | -53% | -5.3% | 17% | -11% | -109% | 0.9 | -7%
19 | CCOC(=O)N1CCC(N2CCN(C3CCCC3)C(CCO)C2)CC1 (stereo not given) | -5% | i | -1.4% | -43% | 7.9% | 9% | 5% | -23% | 0.7 | -6%
20 | O=C(/C=C/N1CCN(Cc2ccccc2)CC1)C(F)(F)F | 5% | i | 1.9% | -38% | -0.9% | 5% | -5% | 8% | 0.7 | -5%
21 | O=C(C1CC1)N1CCc2cc(Br)cc(S(=O)(=O)NCc3ccc4c(c3)OCO4)c21 | -4% | i | -3.0% | -9% | 3.9% | -10% | ? | 28% | 0.9 | -2%
22 | O=C1OCCN1S(=O)(=O)Nc1ccccc1 | 0% | i | 0.6% | -6% | -4.6% | 20% | 6% | -7% | 0.2 | -8%
23 | O=C(/C=C/c1ccc([N+](=O)[O-])cc1)NCCc1ccc(F)cc1 | 0% | i | -0.6% | -6% | 3.7% | 21% | 0% | 27% | 0.2 | 4%
24 | C[C@@H](C(=O)Nc1ccccc1N1CCOCC1)N1C(=O)C2CC=CCC2C1=O (stereo not given in full) | -4% | i | -1.9% | 1% | -4.0% | -1% | 11% | -46% | 1.1 | -7%
25 | CCC(CC)c1nnc(NC(=O)c2c(C)nn(Cc3ccccc3Cl)c2C)s1 | -4% | i | -1.7% | 5% | 0.1% | 26% | 4% | -2% | 2.3 | -1%
26 | Cc1ccc(-c2c(C(=O)NCc3ccccc3)oc(=O)c3ccccc23)cc1 | 5% | i | 0.7% | -31% | 9.5% | -9% | 21% | 7% | 1.0 | -6%
27 | CCOC(=O)c1c(NC(=O)C2=C(C)NC(=S)NC2c2ccc(C)cc2)sc(C)c1C (stereo not given) | -6% | ? | 0.0% | 43% | 0.3% | 15% | 0% | 7% | / | 4%
28 | O=C(CSCc1ccccc1)NCCc1ccc(F)cc1 | 3% | i | 1.1% | -38% | -1.3% | -4% | -8% | -6%[20 µM] | 0.4 | -6%
29 | O=C(NNC(=O)c1ccco1)c1ccccc1 | -4% | i | -0.8% | -24% | -2.3% | 13% | 9% | -24% | 0.3 | -4%
30 | O=C(COc1cc2oc(=O)c3c(c2cc1Cl)CCC3)NCCCn1ccnc1 | 5% | i | 0.7% | -10% | -1.4% | 15% | -9% | -16% | 0.0 | -4%
31 | CCOC(=O)c1cc2c(n(-c3ccccc3)c1=O)CC(C)(C)CC2=O | -4% | i | 0.0% | -16% | 5.8% | 16% | 15% | -24% | 1.4 | -6%
32 | Cc1ccc(C(=O)CCC(=O)Nc2ccccc2C)c(C)c1 | 1% | i | -1.0% | -23% | -2.6% | -4% | -3% | 6% | 0.7 | -12%
33 | COC(=O)Cc1ccc(NC(=S)NNC(=O)c2ccccc2Br)cc1 | -1% | i | -2.0% | -6% | -2.4% | 12% | -1% | -2% | 0.3 | -6%
34 | CCNC(=O)/C(C#N)=C/c1c(N(Cc2ccccc2)Cc2ccccc2)nc2ccccn2c1=O | 8% | + | -0.2% | -21% | 5.6% | 24% | 11% | -23% | 1.8* | 10%
35 | COc1ccccc1OCC(=O)Nc1nc(C)c(C)s1 | 3% | i | 1.5% | -75% | 0.4% | -77% | -5% | 6% | 0.3 | -1%
36 | Cc1ccc(NC(=S)NNC(=O)Cn2nc([N+](=O)[O-])cc2C)cc1 | -3% | i | -0.9% | -10% | -2.8% | -7% | -5% | 22% | 6.2 | -8%
37 | O=[N+]([O-])c1cc2c(cc1C=Nc1ccccc1)OCO2 | 3% | i | 23% | 6% | 5.3% | 13% | -12% | 3% | 1.0 | -6%
38 | CN1CCN(C(=O)C2CC(=O)N(c3ccc(Cl)cc3)C2)CC1 (stereo not given) | 1% | i | -1.2% | -12% | -3.8% | -9% | 13% | -3% | 4.3 | -4%
39 | Cc1cccc(C(C)C)c1NC(=O)C1CN(S(=O)(=O)c2ccccc2)CCN1S(=O)(=O)c1ccccc1 (stereo not given) | 2% | i | 1.0% | -8% | 1.3% | -6% | 5% | -14% | 2.8 | -1%
40 | COc1ccccc1NC(=O)N(CCCN1CCOCC1)Cc1cc2cc3c(cc2[nH]c1=O)OCO3 | -4% | i | 2.0% | -38% | -1.8% | 8% | / | -4% | 1.1 | -3%
41 | CCOc1cc(/C=N/n2nnnc2N)ccc1OCc1c(C)no[n+]1[O-] | 10% | i | 4.1% | -18% | 1.2% | -6% | -1% | 26% | 0.9 | 0%
42 | O=C(NCC1CCCO1)C1CCC(=O)N1Cc1ccc(F)cc1 (stereo not given) | 9% | i | -3.7% | -4% | -1.3% | 5% | 4% | -12% | 7.3 | -2%
43 | CCOc1cccc(CN2CCCC(C(=O)c3cccc(C(F)(F)F)c3)C2)c1O (stereo not given) | 0% | i | 0.6% | -16% | -0.6% | 27% | 0% | 0% | 0.2 | -9%
44 | CCOC(=O)CSc1nc(N)c(C#N)c(-c2cccs2)c1C#N | 4% | i | -2.1% | -6% | 3.1% | 10% | -7% | -54% | 0.5 | -3%

A draw from above in order of length of the SMILES, descending:
item | SMILES | Siah-1 displacement | Myeloid diff MLP | HIV fusion peptide | NOD1 inhibition | KOR beta-arrestin-1 | HEK293 NOD2/NF-kB | PhoP inhibition | KOR beta-arrestin-2 | Myeloid diff MLP GFP+ MAC1+ % | LYP inhibition
24 | C[C@@H](C(=O)Nc1ccccc1N1CCOCC1)N1C(=O)C2CC=CCC2C1=O (stereo not given in full) | -4% | i | -1.9% | 1% | -4.0% | -1% | 11% | -46% | 1.1 | -7%
32 | Cc1ccc(C(=O)CCC(=O)Nc2ccccc2C)c(C)c1 | 1% | i | -1.0% | -23% | -2.6% | -4% | -3% | 6% | 0.7 | -12%
10 | O=c1oc2ccccc2n1Cc1cccc(Cl)c1 | 16% | i | -1.2% | -2% | -2.3% | -4% | -4% | 19% | 0.5 | -5%

Six entries from above, in transposed form.
37) O=[N+]([O-])c1cc2c(cc1C=Nc1ccccc1)OCO2
38) CN1CCN(C(=O)C2CC(=O)N(c3ccc(Cl)cc3)C2)CC1 (stereo not given)
39) Cc1cccc(C(C)C)c1NC(=O)C1CN(S(=O)(=O)c2ccccc2)CCN1S(=O)(=O)c1ccccc1 (stereo not given)
40) COc1ccccc1NC(=O)N(CCCN1CCOCC1)Cc1cc2cc3c(cc2[nH]c1=O)OCO3
41) CCOc1cc(/C=N/n2nnnc2N)ccc1OCc1c(C)no[n+]1[O-]
42) O=C(NCC1CCCO1)C1CCC(=O)N1Cc1ccc(F)cc1 (stereo not given)
assay / entry | 37 | 38 | 39 | 40 | 41 | 42
Siah-1 displacement | 3% | 1% | 2% | -4% | 10% | 9%
Myeloid diff MLP | i | i | i | i | i | i
HIV fusion peptide | 23% | -1.2% | 1.0% | 2.0% | 4.1% | -3.7%
NOD1 inhibition | 6% | -12% | -8% | -38% | -18% | -4%
KOR beta-arrestin-1 | 5.3% | -3.8% | 1.3% | -1.8% | 1.2% | -1.3%
HEK293 NOD2/NF-kB | 13% | -9% | -6% | 8% | -6% | 5%
PhoP inhibition | -12% | 13% | 5% | / | -1% | 4%
KOR beta-arrestin-2 | 3% | -3% | -14% | -4% | 26% | -12%
Myeloid diff MLP GFP+ MAC1+ % | 1.0 | 4.3 | 2.8 | 1.1 | 0.9 | 7.3
LYP inhibition | -6% | -4% | -1% | -3% | 0% | -2%

Not all compounds are listed (hit frequency here may not be typical).
